# tim23-1 inh – growth inhibitors of tim23-1 mutant yeast; S. cerevisiae tim23-1 growth, BacTiter-Glo luminescence, 24 h; inhibition, % at 20 µM; 330,000 compounds, 1.3% hits;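 active means growth inhibition of the mutant yeast at or above 50%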;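 further: temperature-sensitive mutant grown at 25 °C; plate controls were DMSO-treated mutant yeast for no effect and medium wells lacking yeast for full effect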
# beta cell repl – MIN6 beta-cell proliferation induction; AID 2380; MIN6 cells proliferation, ATPlite luminescence, 48 h; cells starved in 0.2% serum; 100% = growth in 10% serum; 330,000 compounds, 0.29% hits; proliferation, % at 10 µM;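 active means compounds whose signal lies at least 3.5 SD above the mean of all wells on their plate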;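 further: 0% = DMSO-treated cells in low-serum medium and 100% = 10% serum control; some compounds called inactive have numbers as strong as hits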
# TIM10 inh – growth inhibitors of TIM10 yeast strain; AID 463195; inhibition, % at 10 µM; 330,000 compounds, 1.4% hits; S. cerevisiae TIM10 strain growth, BacTiter-Glo luminescence, 24 h;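 active means inhibition of 40% or more at the single tested concentration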;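 further: wild-type TIM10 isogenic control strain grown at permissive 25 °C; 0% = DMSO yeast wells and 100% = minimal medium wells without yeast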
# NR3A LBD binder – modulates the human NR3A ligand-binding domain; AID 1259313; 340,000 compounds, 2.5% hits; NR3A LBD differential scanning fluorimetry, Tm shift; 0% = protein alone, 100% = glycine-bound protein; Tm shift relative to glycine control, % at 25 µM;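 active means melting temperature shift of at least 10% of the positive control shift, at one fixed dose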
# tim10-1 inh – inhibits growth of tim10-1 mutant yeast; S. cerevisiae tim10-1 ts strain growth, BacTiter-Glo, 24 h; 330,000 compounds, 2.2% hits; inhibition, % at 20 µM;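 active means inhibition of at least 40%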;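 further: mutant grown at 25 °C; 0% = DMSO wells with yeast and 100% = wells holding no yeast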
# APJ antag – blocks the human apelin receptor APJ | inhibition, % at 20 µM | CHO-K1 APJ beta-arrestin complementation, luminescence | AID 2521 | P35414 | 330,000 compounds, 0.32% hits;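 active means inhibition above about 40% at 20 µM, limit read from the data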;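 further: cells challenged with 10 nM apelin-13 agonist together with compound; plate controls were apelin-13 plus DMSO wells for no effect and DMSO wells lacking apelin-13 for full effect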
# Target sequence (P35414 whole entry, looked up): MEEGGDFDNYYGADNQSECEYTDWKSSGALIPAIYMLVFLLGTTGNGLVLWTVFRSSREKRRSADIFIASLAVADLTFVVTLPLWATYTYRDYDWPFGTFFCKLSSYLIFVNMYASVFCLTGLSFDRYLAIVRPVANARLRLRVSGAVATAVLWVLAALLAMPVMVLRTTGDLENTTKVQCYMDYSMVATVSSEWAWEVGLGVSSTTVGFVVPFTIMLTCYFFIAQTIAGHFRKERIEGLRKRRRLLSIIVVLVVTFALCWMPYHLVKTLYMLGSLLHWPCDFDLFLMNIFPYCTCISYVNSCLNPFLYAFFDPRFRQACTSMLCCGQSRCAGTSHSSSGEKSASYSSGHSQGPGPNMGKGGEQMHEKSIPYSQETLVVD
# MPTP inh – permeability transition pore inhibition. 360,000 compounds, 1.4% hits. isolated mouse mitochondria, Ca2+ swelling absorbance, 30 min. inhibition, % at 10 µM;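 active means inhibition of 50% or more, scaled per plate between neutral and stimulator controls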;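 further: 0% = DMSO wells given calcium and 100% = 1 mM EGTA wells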
# APJ agonist – agonists of human APJ apelin receptor; P35414; CHO-K1 APJ PathHunter beta-arrestin, luminescence; 0% DMSO wells, 100% apelin; activation, % at 20 µM; 330,000 compounds, 0.11% hits; AID 2520;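 active means activation more than six SD over the plate average, tested at 20 µM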;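 further: 0% = DMSO alone and 100% = apelin-13 at 10 nM; some results filed as inactive read as strong as hits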
#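 Test system: CHO-K1 APJ beta-arrestin complementation cell line. Amount: cell density 1000 per well. Controls: DMSO negative, 10 nM Apelin-13 positive. Signal: luminescent beta-gal fragment complementation, chemiluminescent substrate. Read-out basis: agonist-driven arrestin binding to APJ. Timing: compound stimulation 90 min at 25 °C, detection 60 min.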
# NALP3 yeast inh – NALP3 inhibition in yeast; inhibition, % at 10 µM; Yeast reconstituted NLRP3/ASC/caspase-1, beta-gal luminescence, 24 h; AID 2825; 330,000 compounds, 0.39% hits;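 active means inhibition of 50% or more; inactive means inhibition below 50%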;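 further: plate controls were induced DMSO wells for no effect and uninduced yeast grown without galactose for full effect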
# An asterisk follows results filed as active; . = no result given.
molecule	APJ agonist	NALP3 yeast inh	MPTP inh	TIM10 inh	APJ antag	beta cell repl	tim23-1 inh	NR3A LBD binder	tim10-1 inh
CCc1cc(-c2onc(C)c2-c2cscn2)c(O)cc1OC	-0.5	7.1	-0.6	8.0	-39.3	-2.0	30.9	-4.2	27.4
CCc1ccc2oc(C(=O)NCCc3ccc(S(N)(=O)=O)cc3)cc(=O)c2c1	-2.3	20.7	-1.7	-3.0	15.4	-5.8	-15.1	14.9*	-21.0
O=C(NCc1ccccn1)C1CCN(S(=O)(=O)N2CCCC2)CC1	-2.4	13.3	-1.0	-14.0	-5.3	-2.4	-16.5	0.1	1.4
CCN(CC)S(=O)(=O)c1ccc(C(=O)OCn2nnc3ccccc3c2=O)cc1	0.3	10.8	-1.4	-21.4	-8.7	-0.8	70.4*	-0.4	14.0
O=C(NCC1CCCO1)C(c1cccs1)N(Cc1cccs1)C(=O)Cn1nnc(-c2cccs2)n1 (stereo unspecified)	5.2	10.7	0.3	9.1	-9.5	1.4	15.6	4.9	20.1
Cn1nc(OCC(=O)O)cc1C(F)(F)F	-0.8	2.8	2.7	2.2	4.1	6.3*	8.7	1.2	-0.8
COc1ccc(CCC(=O)OCC(=O)NCc2ccc(OC)c(OC)c2)cc1OC	-5.0	7.6	0.2	-3.2	15.9	9.2*	-2.0	-1.0	1.1
Cc1cc(C)nc(/N=C(\NC(=O)C(C)(C)C)Nc2ccccc2)n1	-6.1	11.4	5.5	11.6	4.4	0.4	16.8	1.2	-5.1
O=C(CSc1n[nH]c(-c2cccnc2)n1)Nc1ccc(Br)cc1	-2.2	4.0	0.8	10.9	-1.9	2.6	-6.2	4.6	3.0
CCn1c(SCC(=O)NNC(=O)c2ccccc2)nnc1-c1ccncc1	-3.9	1.0	0.5	8.2	1.4	-1.6	-3.1	-1.3	12.5
CC(C)Oc1cccc(C2NC(=O)c3ccccc3O2)c1 (stereo unspecified)	-0.8	17.3	2.2	12.8	20.2	0.3	34.1	-1.0	26.5
CN1CCN(CC(=O)Nc2ccc([N+](=O)[O-])cc2Br)CC1	-2.1	10.9	2.0	-17.0	-3.1	3.2	-4.5	-3.4	-8.8
CCc1nc(NCc2ccc3c(c2)OCO3)c2oc3ccccc3c2n1	-1.4	18.8	31.4	8.4	10.0	-4.3	41.0	-10.4	16.6
CC(C)NC(=O)c1cc2c(-c3ccc(Cl)cc3)nn(C)c2s1	-1.2	8.8	-1.7	-6.6	9.1	-2.1	-12.8	-2.7	0.5
Cc1ccc(NC(=O)C2CCN(S(=O)(=O)c3c(C)noc3/C=C/c3ccco3)CC2)nc1	-2.1	4.6	1.2	17.4	7.0	-5.2	20.2	-1.1	16.0
O=C(CCl)NC1CCCc2ccccc21 (stereo unspecified)	1.6	-39.5	0.2	14.6	4.0	-1.8	24.1	-3.8	25.0
C=C1CCN([C@@H](CC(C)C)C(=O)Nc2nc3ccc(Cl)cc3s2)S(=O)(=O)c2ccccc21	0.0	7.2	-0.1	-0.5	2.6	-7.6	9.3	0.8	9.8
CC1=C(C(=O)OCc2ccccc2)C(/C=C/c2ccccc2)N2C(=O)CCSC2=N1 (stereo unspecified)	-3.6	3.6	-2.0	3.8	2.7	-6.4	31.4	3.4	30.0
O=C1C(=O)N(Cc2cccnc2)C(c2ccccn2)/C1=C(/O)c1ccc(Br)cc1 (stereo unspecified)	-0.5	9.5	0.5	7.0	-11.4	-1.7	6.0	-4.0	12.6
N#CC1=C(N)Oc2nc[nH]c(=O)c2C1c1cccs1 (stereo unspecified)	-3.2	-1.7	-0.8	15.0	6.5	-2.6	2.1	-1.7	-1.0

molecule	APJ agonist	NALP3 yeast inh	MPTP inh	TIM10 inh	APJ antag	beta cell repl	tim23-1 inh	NR3A LBD binder	tim10-1 inh
C=CCOc1ccccc1CN(CCc1ccccc1)C(=O)c1cccc(S(C)(=O)=O)c1	-1.6	9.8	1.1	-0.8	-20.2	-2.2	22.8	1.3	0.3
O=C(CN(c1cc(C(F)(F)F)ccc1Cl)S(=O)(=O)c1ccccc1)NCc1cccnc1	1.1	7.9	-0.5	-10.0	-6.6	-2.1	-0.1	0.5	1.5
CC(c1nnc(SCC(=O)NC(=O)NCc2ccco2)n1-c1ccc(Cl)cc1)N(C)C (stereo unspecified)	0.0	24.9	1.9	1.5	10.7	2.5	-0.9	-0.8	-0.9
CCc1ccc(-c2nc(CS(=O)CC(=O)NCCCN3CCC(C)CC3)c(C)o2)cc1 (stereo unspecified)	-3.7	3.6	-0.3	-2.2	4.8	-3.2	12.2	-0.8	17.7
CCOCCCNc1nc2c(c(=O)[nH]c(=O)n2C)n1CCCc1ccccc1	4.3	8.8	1.4	-4.5	-23.1	5.1	22.0	0.0	2.4
COc1ccc(NC(=O)CN(C)C(=O)c2cnc(Cl)c(Cl)c2)cc1	0.5	7.3	-3.0	-12.2	0.8	-3.8	1.6	-0.9	-15.8
Cc1ccc2oc(=O)c(/C=C(\O)c3sc(C)nc3C)nc2c1	0.4	-2.1	18.6	3.1	-4.7	0.0	3.4	0.8	4.1
CN1C(=O)N(C)c2ccc(C=O)c3cccc1c23	3.2	8.3	2.7	7.8	-34.3	6.6	26.8	-0.4	-18.6
O=S(=O)(c1ccccc1)N1CCN(S(=O)(=O)c2ccc(F)cc2)CC1	-5.0	-0.6	1.3	-9.0	-0.3	-3.1	13.0	-1.3	12.1
Cc1ccc(NC(=O)c2n[nH]c(=O)c3ccccc23)cc1S(=O)(=O)N1CCOCC1	1.8	19.2	-1.4	-9.0	-0.9	-2.0	11.2	1.8	5.1
Cc1ccc(S(=O)(=O)N2CCCCC2)cc1NC(=O)c1ccccc1Cl	-2.2	9.1	-0.7	2.9	-1.5	-5.9	18.1	-1.2	8.0
O=S(=O)(c1ccccc1)N1CCN=C1SCc1cccnc1	-0.8	2.8	0.4	3.3	2.9	-4.5	0.0	-0.3	17.6
CCC(=O)Nc1cccc(C2=NOC3(C2)C[C@H](C(N)=O)N(C(=O)CC#N)C3)c1 (stereo partly specified)	0.8	8.2	-1.0	6.7	5.1	-2.9	3.5	1.3	-18.4
CCc1nnc(NC(=O)CSc2nc(C)c3c(c2C#N)CCCC3)s1	-3.7	16.3	-0.9	7.0	24.2	-6.0	5.1	-4.1	37.4
CCC(C)NC(=O)c1ccc(NC(=O)C2=C(C)OCCS2)cc1 (stereo unspecified)	-4.1	7.4	-0.3	-11.0	-3.6	-1.2	12.7	-1.8	16.7
O=C(Nc1ccon1)c1ccc2c(c1)OCO2	-4.9	7.7	-2.7	-0.6	12.4	2.5	-7.9	-0.3	4.1
O=C(NCCN1CCOCC1)c1ccc2c(c1)N(Cc1ccccc1F)C(=O)c1ccccc1S2(=O)=O	3.7	-2.1	1.1	-3.9	-15.5	0.8	-25.6	2.9	-16.9
COC(=O)c1ccccc1NC(=O)c1ccco1	-0.2	11.3	-4.0	-8.8	-3.1	0.6	10.8	-3.0	16.3
Cc1c([N+](=O)[O-])c([N+](=O)[O-])nn1CC(=O)N1CCOCC1	-3.0	11.4	-2.2	2.5	-14.5	2.6	-6.3	-0.7	-5.7
CC1=NN(c2ccccc2)C(=O)/C1=C/N(C)C	-3.5	21.9	1.0	-16.4	-8.1	-1.4	5.9	2.2	5.9

molecule	APJ agonist	NALP3 yeast inh	MPTP inh	TIM10 inh	APJ antag	beta cell repl	tim23-1 inh	NR3A LBD binder	tim10-1 inh
COc1ccc(Oc2ncccc2[N+](=O)[O-])cc1	2.0	10.3	2.1	6.4	9.5	-1.0	4.0	-0.2	4.7
CC(=O)Nc1ccc(C)cc1NC(C)=O	-3.6	-11.9	0.2	-3.4	-13.0	1.1	-0.6	-2.5	4.6
O=C(Nc1ccc(F)cc1)c1ccccc1F	-7.4	-3.6	-1.5	25.8	15.2	-1.9	33.2	1.5	18.6
Cn1c(SCC(=O)NC2CC2)nnc1-c1cccs1	8.7	11.5	-1.0	7.3	-62.6	-5.0	1.8	0.9	-2.2
COC(=O)CC(NC(=O)c1ccco1)c1cccc2ccccc12 (stereo unspecified)	-5.0	2.1	-1.2	7.4	2.7	0.9	15.0	-1.0	10.8
COCC(C)n1c(SCC(=O)N2CC(=O)Nc3ccccc32)nc2ccccc2c1=O (stereo unspecified)	-1.0	1.5	0.0	0.9	10.4	10.9*	14.8	-2.8	16.4
O=C(O)c1ccccc1SCC(=O)N1c2ccccc2Sc2ccccc21	3.6	9.6	3.1	12.1	-34.8	-2.0	20.6	0.3	3.6
Cc1ccc2nc3n(c(=O)c2c1)-c1ccccc1C(=O)NC3Cc1ccccc1 (stereo unspecified)	-1.0	10.5	.	11.3	8.3	2.0	13.6	.	13.3
CCN1CCN(C(=O)N(c2ccccc2)c2ccccc2)CC1	-5.5	9.7	-1.1	11.8	-6.3	-2.2	22.0	-6.7	24.8
CS(=O)(=O)N1CCN(C(=O)NC2CCCCC2)CC1	-1.4	16.2	-2.7	-0.3	2.4	-1.2	-2.6	-1.5	-1.0
COc1ccc(CCn2c(=O)c3cccnc3n(Cc3cccc([N+](=O)[O-])c3)c2=O)cc1OC	-5.1	-5.6	2.5	24.8	14.1	-2.2	1.0	-2.5	29.8
C=CCn1c(Cc2cccs2)nnc1SCC(=O)Nc1cccc(OC)c1	-4.9	13.0	2.5	19.5	-0.4	-0.5	1.4	-1.7	17.6
CC1CCN(CCCCOc2ccccc2-c2ccccc2)CC1	-0.9	36.2	3.3	3.9	1.5	-0.3	-5.7	1.3	-8.1
CCCc1nnc(SCC(=O)Nc2cccc(C(F)(F)F)c2)o1	1.2	2.9	0.9	17.0	9.5	-0.3	6.6	-0.8	-4.7
COc1ccc(NC(=O)CN(C)C(=O)C(C)N2C(=O)c3ccccc3C2=O)cc1 (stereo unspecified)	-2.9	10.3	-1.1	-6.4	17.2	1.8	-3.1	2.2	-17.1
COc1cc2c(cc1OC)C(C)N(CCN1C(=O)c3ccccc3C1=O)CC2 (stereo unspecified)	-3.9	20.5	0.5	-7.6	-18.6	-2.8	-2.5	3.2	13.9
Cc1ccccc1S(=O)(=O)c1c(C)cc(C)n(C)c1=O	2.5	5.6	-1.8	-14.6	-11.0	-2.7	5.7	0.8	-10.2
COc1ccccc1N1CCN(/N=C\c2ccccc2)CC1	0.9	25.3	0.4	2.2	-23.3	0.0	4.1	-1.6	18.8
Cn1cnc2c(NCc3ccco3)ncnc21	-1.6	12.0	-2.4	-4.4	-33.7	4.5	1.5	0.8	-5.6
COc1ccc(CCNC(=O)c2cc3c(=O)n(C)c4ccccc4c3n2C)cc1OC	1.9	16.2	1.6	7.8	-22.2	1.3	-1.9	-3.4	0.5
O=C(N/N=C\c1cn[nH]c1-c1ccccc1)c1ccc([N+](=O)[O-])cc1	0.3	14.0	1.1	16.9	-44.8	-1.2	17.2	-3.2	25.1

# Some of the entries so far, with each value named.
> Cc1ccc2nc3n(c(=O)c2c1)-c1ccccc1C(=O)NC3Cc1ccccc1 (stereo unspecified)
  APJ agonist = -1.0; NALP3 yeast inh = 10.5; MPTP inh = .; TIM10 inh = 11.3; APJ antag = 8.3; beta cell repl = 2.0; tim23-1 inh = 13.6; NR3A LBD binder = .; tim10-1 inh = 13.3

> CCN1CCN(C(=O)N(c2ccccc2)c2ccccc2)CC1
  APJ agonist = -5.5; NALP3 yeast inh = 9.7; MPTP inh = -1.1; TIM10 inh = 11.8; APJ antag = -6.3; beta cell repl = -2.2; tim23-1 inh = 22.0; NR3A LBD binder = -6.7; tim10-1 inh = 24.8

> CS(=O)(=O)N1CCN(C(=O)NC2CCCCC2)CC1
  APJ agonist = -1.4; NALP3 yeast inh = 16.2; MPTP inh = -2.7; TIM10 inh = -0.3; APJ antag = 2.4; beta cell repl = -1.2; tim23-1 inh = -2.6; NR3A LBD binder = -1.5; tim10-1 inh = -1.0
